Screens deposited in PubChem BioAssay by National Center for Advancing Translational Sciences (NCATS).
Pol kappa inh – qHTS for Inhibitors of Polymerase Kappa; Potency, µM (top dose mostly 107 µM), for inactives: top-dose activity, negative = inhibition, actives largely listed as inhibitors; AID 588579, 2011; purified Pol kappa, fluorescent DNA synthesis assay, 10 min; 400,000 tested, 0.53% active; also: potency is read from the fitted curve at half-maximal effect; % is scaled to controls: 0 for no effect and ±100 for the full control effect
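Kinetic fluorescence readout at 0 and 10 min followed reaction start with substrate at 50 nM final. Beforehand, enzyme (10 nM Pol kappa) stood 15 min with compound at room temperature; buffer-only wells were negative controls.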
POLI inh – qHTS for Inhibitors of Polymerase Iota; 390,000 tested, 1% active; Potency, µM (titrated, usually from 115 µM), for the others: top-dose activity, negative = inhibition, actives largely listed as inhibitors; Pol iota fluorescent replication assay, 10 min; DNA polymerase iota (Homo sapiens), Q9UNA4; also: potency is read from the fitted curve at half-maximal effect
Target sequence (Q9UNA4 whole entry, looked up): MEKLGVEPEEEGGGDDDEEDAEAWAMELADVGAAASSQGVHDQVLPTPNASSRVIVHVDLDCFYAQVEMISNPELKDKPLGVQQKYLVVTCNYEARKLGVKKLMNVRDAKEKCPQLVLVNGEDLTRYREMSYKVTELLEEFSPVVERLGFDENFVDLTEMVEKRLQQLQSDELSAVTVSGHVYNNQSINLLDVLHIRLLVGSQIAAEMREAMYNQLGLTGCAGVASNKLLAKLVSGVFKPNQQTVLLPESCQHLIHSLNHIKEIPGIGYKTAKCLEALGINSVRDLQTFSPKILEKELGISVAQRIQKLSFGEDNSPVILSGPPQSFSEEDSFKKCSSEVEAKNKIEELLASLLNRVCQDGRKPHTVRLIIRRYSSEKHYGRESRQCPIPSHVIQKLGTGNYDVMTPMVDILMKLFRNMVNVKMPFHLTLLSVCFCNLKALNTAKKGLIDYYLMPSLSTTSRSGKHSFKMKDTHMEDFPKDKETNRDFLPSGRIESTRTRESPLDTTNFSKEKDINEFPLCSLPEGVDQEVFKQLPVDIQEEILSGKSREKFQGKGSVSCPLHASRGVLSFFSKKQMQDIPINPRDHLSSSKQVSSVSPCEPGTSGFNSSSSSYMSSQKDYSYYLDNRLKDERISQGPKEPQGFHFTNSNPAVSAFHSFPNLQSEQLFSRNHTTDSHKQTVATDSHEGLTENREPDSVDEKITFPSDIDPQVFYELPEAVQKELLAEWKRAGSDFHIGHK
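Fluorescent replication assay read twice, at 0 min and 10 min after adding 50 nM (final) substrate. Enzyme (10 nM) and compounds were first incubated 15 min at room temperature; enzyme-free buffer wells were negative controls.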
APEX1 inh – qHTS Assay for Inhibitors of the Human Apurinic/apyrimidinic Endonuclease 1 (APE1) | 350,000 tested, 0.35% active | AID 2517, 2012 | recombinant APE1, TAMRA/BHQ-2 abasic DNA cleavage fluorescence | Potency, µM (series often up to 65.8 µM), for inactives: top-dose activity change, negative = inhibition, actives largely listed as inhibitors | DNA repair nuclease/redox regulator APEX1 (Homo sapiens), P27695;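 also: potency is read from the fitted curve at half-maximal effect; plate controls were vehicle for no effect and reference inhibitor for full effect; nearly all actives have a fitted effect of over 55% in size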
Target sequence (P27695 whole entry, looked up): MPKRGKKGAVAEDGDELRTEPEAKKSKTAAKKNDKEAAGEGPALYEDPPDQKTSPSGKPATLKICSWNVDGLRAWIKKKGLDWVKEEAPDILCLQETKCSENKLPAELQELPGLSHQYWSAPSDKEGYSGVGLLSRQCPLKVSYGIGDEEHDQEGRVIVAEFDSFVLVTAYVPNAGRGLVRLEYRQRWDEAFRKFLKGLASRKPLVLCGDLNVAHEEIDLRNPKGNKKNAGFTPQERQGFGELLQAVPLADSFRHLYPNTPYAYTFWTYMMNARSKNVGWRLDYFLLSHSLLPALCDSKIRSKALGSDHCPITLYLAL
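Substrate: short duplex with […] THF abasic site, 5'-TAMRA and 3'-BHQ-2, 50 nM final. APE1 at 0.75 nM, preincubated 15 min RT with compound. Fluorescence increase from first to third read measured activity.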
Anesthetic bind – qHTS Assay for Identification of Novel General Anesthetics; 350,000 tested, 0.074% active; Ferritin light chain (Equus caballus), P02791; apoferritin/1-aminoanthracene competitive binding, fluorescence; Potency, µM (top dose mostly 77.5 µM), without a hit: at the top dose activity change, negative = displacement, most hits filed as inhibitors; also: potency is read from the fitted curve at half-maximal effect; % is scaled to controls: 0 for no effect and ±100 for the full control effect; nearly all actives have a fitted effect of over 20% in size
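Horse-spleen apoferritin (10 uM) in 50% saturated 1-aminoanthracene in PBS was incubated 10 min at room temperature with compound. Fluorescence (ex 380, em 535 nm) was normalized to free and bound 1-AMA, with concentration-response fitted by a four-parameter Hill equation.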
Pol eta inh – qHTS for Inhibitors of Polymerase Eta | DNA polymerase eta (Homo sapiens), Q9Y253 | recombinant Pol eta, fluorescent DNA replication assay | Potency, µM (highest dose often 114 µM), inactives show top-dose activity change, negative = inhibition, usual class: inhibitors | 390,000 tested, 1.2% active; also: potency is read from the fitted curve at half-maximal effect; % is scaled to controls: 0 for no effect and ±100 for the full control effect
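Pol eta (10 nM) was preincubated with compounds for 15 min at room temperature, after which fluorescent replication substrate (50 nM final) was added to start the reaction. Fluorescence was read kinetically at 0 and 10 min.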
RXFP1 antag – qHTS Assay for Antagonists of the Relaxin Receptor RXFP1; Relaxin receptor 1 (Homo sapiens), Q9HBX9; HEK293-RXFP1, relaxin-stimulated cAMP HTRF, 30 min; active compounds read low; activity change, negative = inhibition, % at 57.5 µM; 350,000 tested, 0.59% active; AID 1259400, 2018;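 active = activity change of -60% or lower, but not beyond a set lower limit; inconclusive = change between -60% and -40%, or beyond the set limit; inactive = change above -40%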; also: % is scaled to controls: 0 for no effect and ±100 for the full control effect
Pol beta inh – qHTS Assay for Inhibitors of DNA Polymerase Beta; P06746; Pol beta primer extension/strand displacement, fluorescence kinetic; Potency, µM (titrated, usually from 114 µM), inactives show at the highest dose activity change, negative = inhibition, actives largely listed as inhibitors; 340,000 tested, 1.3% active; also: potency is read from the fitted curve at half-maximal effect; % is scaled to controls: 0 for no effect and ±100 for the full control effect
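10 nM enzyme + cpd, 15 min RT; start with substrate 50 nM final; read 0 min and after 10 min RT. Corrected, normalized data; 4-parameter Hill curve fit.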
BLM inh – qHTS Assay for Inhibitors of Bloom's syndrome helicase (BLM) | RecQ-like DNA helicase BLM (Homo sapiens), P54132 | recombinant BLM DNA unwinding, fluorescence dequenching | Potency, µM (series often up to 56.1 µM), for inactives: at the highest dose activity change, negative = inhibition, hits mostly inhibitors | 350,000 tested, 0.2% active | AID 2528, 2010;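 also: potency is read from the fitted curve at half-maximal effect; plate controls were vehicle for no effect and no enzyme for full effect; nearly all actives have a fitted effect of over 35% in size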
Tb PGK inh – qHTS Assay to Find Inhibitors of Phosphoglycerate Kinase; Potency, µM (series often up to 57.5 µM), inactives show at the top dose activity change, negative = inhibition, hits mostly inhibitors; PGK/GAPDH coupled, Kinase-Glo luminescence, 60 min; 380,000 tested, 0.043% active; Phosphoglycerate kinase, glycosomal (Trypanosoma brucei brucei), P07378; also: potency is read from the fitted curve at half-maximal effect; % is scaled to controls: 0 for no effect and ±100 for the full control effect; nearly all actives have a fitted effect of over 60% in size
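Luminescent ATP detection (Kinase-Glo Plus) follows a 60-minute room-temperature incubation, with wells lacking PGK as controls. Buffer: 100 mM TEA (pH 7.6), 5 mM MgCl2, 0.01% Tween-20. Coupling enzyme GAPDH (100 nM final) supplies unstable 1,3-BPG in-well.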
Starred values were filed as active, the others as inactive; i = inactive; ? = inconclusive; nt = no result given; & = joins results of further samples; [ ] = another dose, or the depositor's remark. Unless noted, calls follow the shape of the dose curve; as a rule, active = well fitted curve in the direction sought with a large enough effect; inconclusive = small, poorly fitted or top-dose-only effect, or another doubt; inactive = no such curve, though single readings can be large; an effect the other way counts as inactive or inconclusive. This is a subset (hit frequency here may not be typical).

Values run as follows: Pol kappa inh	POLI inh	APEX1 inh	Anesthetic bind	Pol eta inh	RXFP1 antag	Pol beta inh	BLM inh	Tb PGK inh
1	CCCCc1nn2c(=O)cc(COC(=O)C(C)Oc3ccccc3)nc2s1 (stereo not drawn)
 : 41%	4%	nt	-17%	-11%	nt	2%	1%	0%
2	O=C(Cn1cccc1)N1CCN(c2ccc(F)cc2)CC1
 : -11%	-4%	2%	-3%	-17%	1	27%	-2%	-6%
3	Cc1c(C(c2ccc(F)cc2)c2c(C)n(C)n(-c3ccccc3)c2=O)c(=O)n(-c2ccccc2)n1C
 : -10%	?	8%	-4%	-16%	-2	-1%	-8%	0%
4	Cc1ccccc1C(=O)Oc1ccccc1N1C(=O)C2CC=CCC2C1=O (stereo not drawn)
 : -16%	16%	12%	-5%	-21%	-2	28%	3%	3%
5	O=S(=O)(c1ccc(NC(=S)NN=Cc2ccccc2O)cc1)N1CCCCC1
 : -10%	-4%	nt	nt	?	-17	nt	nt	1%
6	COc1cc(NC(=O)CCS(=O)(=O)c2nc(-c3cccs3)cc(C(F)(F)F)n2)cc(OC)c1OC
 : 3%	0%	8%	-9%	-19%	-13	9%	4%	-3%
7	CC(C)c1ncc(C(O)c2ccccc2)n1C (stereo not drawn)
 : -9%	2%[58.9 µM]	-3%	-4%	-3%	1	14%	4%	-3%
8	O=C(CN1C(=O)C2C3C=CC(C4CC34)C2C1=O)OCC(=O)c1ccccc1 (stereo not drawn)
 : -7%	-2%	10%	?	-14%	-2	49%	4%	-4%
9	Cc1ccccc1OCC(=O)Nc1ccc2nc(SCC(=O)N3CCCC3)sc2c1
 : -10%	20%	nt	2%	-3%	-86*	-9%	-6%	4%
10	c1ccc(-c2nc(-c3ccccn3)nc(-c3ccccn3)n2)nc1
 : -6%	176%[activator]	2%	-7%	0%	-1	?	6%	4%
11	CC1(C(=O)Nc2nc3ccc(S(C)(=O)=O)cc3s2)CC1(Cl)Cl (stereo not drawn)
 : -9%	24%	nt	nt	2%	5	nt	nt	-2%
12	CCn1c(CNc2ccc(C(=O)O)cc2)nc2ccccc21
 : -12%	-1%	2%	-2%	-1%	13	23%	-1%	-5%
13	Cc1nn(-c2ccccc2)c2c1C1(C(=O)N(C(C)C)c3ccccc31)C(C#N)=C(N)O2 (stereo not drawn)
 : -22%	5%	-7%	?	-9%	3	3%	-12%	-9%
14	CCOC(=O)c1ccc(N2C(=O)c3n[nH]c(-c4ccco4)c3C2c2ccc(O)cc2)cc1 (stereo not drawn)
 : -15%	-22%	nt	-13%	5%	nt	22%	-9%	-5%
15	Cc1ccc(Nc2ccc(C(=O)O)cc2N)cc1
 : -3%	10%	-4%	39%[activator]	12%	-2	-15%	0%	-5%
16	CCc1noc(C)c1C(=O)Nc1cc(S(=O)(=O)N(CC)CC)ccc1N1CCOCC1
 : -10%	25%	-18%	nt	-4%	-8	nt	nt	-3%
17	CN1CCN(S(=O)(=O)c2ccc(NC(=O)c3csc4ccccc34)cc2)CC1
 : -5%	13%	-4%	-19%	-8%	-13	5%	2%	5%
18	NC(=O)c1c(NC(=O)CSc2nnc(-c3ccco3)n2-c2ccccc2)sc2c1CCC2
 : ?	?	?	22µM*	10µM*	-9	4.5µM*	-23%	-15%
19	COc1ccc2ccccc2c1CN1CCN(Cc2ccccc2)CC1
 : -10%	?	11%	-16%	-12%	-6	3%	4%	nt
20	CC(=O)Nc1ccccc1C(=O)N1CCN(Cc2ccc3c(c2)OCO3)CC1
 : 2%	15%	8%	4%	-15%	-1	-2%	1%	5%
21	COC(=O)/C=c1/s/c(=C(\C#N)C(=O)NCc2ccco2)n(-c2ccccc2)c1=O
 : -10%	89µM*	0%	-24%	?	-1	18%	-5%	-5%
22	COc1ccc(CCNC(=O)CNS(=O)(=O)c2ccc(N(C)C)c([N+](=O)[O-])c2)cc1OC
 : 1%	3%	19%	-4%	?	5	31%	4%	2%
23	O=[N+]([O-])c1ccc(NN=Cc2ccco2)nc1
 : ?	45µM*	nt	nt	50µM*	-19	nt	nt	-19%
24	COCCN(CC(=O)Nc1cccc(C)c1C)C(=O)c1oc2c(Cl)cccc2c1C
 : -20%	4%	-9%	nt	-10%	-6	nt	nt	4%
25	CCN(CC)C(=O)c1sc(NC(=O)Cc2ccc(OC)cc2)c(C#N)c1C
 : -7%	2%	3%	?	-5%	-8	3%	-2%	i
26	O=C(CN1C(=O)NC2(CCCCC2)C1=O)Nc1nc2c(F)cc(F)cc2s1
 : -21%	59%[activator]	-9%	nt	?	-18	nt	nt	0%
27	CC(C)OC(=O)c1c2c(n3ccccc13)C(=O)c1ccccc1C2=O
 : -3%	75%[activator]	13%	4%	?	-7	-5%	-18%	1%
28	Cc1ccc2oc(=O)n(CC(=O)N3CCOCC3)c2c1
 : 1%	17%	-2%	-2%	-6%	0	14%	-3%	-2%
29	COC/C=C/C1=CC2=CC(=O)C(C)(OC(=O)c3cnc4ccccc4n3)C(=O)C2=CN1CC1CC1 (stereo not drawn)
 : ?	?	-9%[12.4 µM]	nt	?	nt	nt	-12%[12.4 µM]	-5%
30	CCCN1CCC(CCOc2ccccc2)(C(=O)OCC)CC1
 : -4%	-7%	8%	7%	-10%	-1	-13%	0%	-5%
31	COc1ccc(CCNC(=O)COc2ccc(S(=O)(=O)NCC(C)C)cc2Cl)cc1OC
 : -7%	124%[activator]	10%	-6%	-14%	-6	2%[57.1 µM]	-2%	4%
32	CC(NCc1ccc(S(N)(=O)=O)cc1)C(=O)N1CCc2ccccc21 (stereo not drawn)
 : 4%	6%	3%	-1%	-3%	-5	1%	-1%	-2%
33	O=C(c1ccccc1-c1ncc[nH]1)N1CCc2c([nH]c3ccccc23)C1c1ccccn1 (stereo not drawn)
 : -5%	-20%	6%	-5%	-1%	-8	18%	-5%	-1%
34	COc1cc2c(cc1NC(=O)COC(=O)c1ccccc1)oc1ccccc12
 : nt	nt	11%	-6%	nt	nt	3%	-2%	nt
35	COC(=O)c1ccccc1NC(=O)C(C)n1nc(C)c2c(C)n(-c3ccccc3)nc2c1=O (stereo not drawn)
 : -6%	-1%	7%	?	-17%	-12	1%	-3%	-9%
36	Cc1ccc(NS(=O)(=O)c2cccc(C(=O)Nc3cc(C)on3)c2)cc1
 : -4%	7%	17%	-22%	-10%	nt	31%	0%	i
37	COc1ccc(N2CCN(S(=O)(=O)c3c(C)n(C)c(=O)n(C)c3=O)CC2)cc1
 : -10%	18%	9%	-4%	-21%	2	1%	-2%	2%
38	COc1ccc(C(=O)Nc2ccc3cn[nH]c3c2)c(OC)c1
 : -11%	49%[activator]	1%	-23%	-6%	-9	0%	0%	3%
39	CCOC(=O)c1c(NC(=O)C2CC(Cl)=CCC2C(=O)O)sc2c1CC(C)(C)OC2 (stereo not drawn)
 : -4%	134%[activator]	-8%	-6%	-15%	-6	1%	-1%	-8%
40	O=C(O)c1[nH]c2ccccc2c1C(c1cc(Cl)cc([N+](=O)[O-])c1O)c1c(C(=O)O)[nH]c2ccccc12
 : 50µM*	18µM*	-2%	-12%	20µM*	0	35µM*	-5%	?
41	CCN(CC)S(=O)(=O)c1cccc(C(=O)Nc2ccc3c(c2)OCO3)c1
 : -21%	11%	-5%	-24%	-15%	4	?	-4%	-4%
42	CC(C)(CSc1ccccn1)NS(=O)(=O)c1ccccc1
 : -1%	-16%	?	5%	-19%	-7	0%	2%	-2%
43	COC(=O)c1ccc(NC(=O)CN2CCN(c3ccc(Cl)cc3)CC2)cc1
 : -6%	?	12%	9%&34%	-14%&-24%	2&-9	15%&4%	-10%&-3%	-3%
44	CCC1CCCCN1C(=O)c1ccc(OC2CCN(Cc3ccccn3)CC2)cc1 (stereo not drawn)
 : -3%	24%	17%	-13%	-20%	4	5%	-1%	i
45	CN(C)CCCn1c2c(c(SCC(=O)Nc3cccc4ccccc34)nc1=O)CCCC2
 : -9%	82%[activator]	6%	nt	-16%	-17	nt	nt	-3%
46	Cc1ccc(NC(=O)CC2(CC(=O)O)CCCC2)cc1
 : -10%	142%[activator]	19%	-1%	-17%	6	2%	-3%	-2%
47	COc1cc(C2c3c(oc4ccccc4c3=O)C(=O)N2Cc2ccc(C)cc2)ccc1O (stereo not drawn)
 : -9%[60.1 µM]	-1%	nt	3%	-20%	-7	51%	1%	12%
48	COCCn1c(COC)nc2ccccc21
 : 4%	1%	-3%	-12%	-14%	-2	7%	-3%	9%
49	O=c1c2c([N+](=O)[O-])cc([N+](=O)[O-])cc2sn1-c1ccc(Br)cc1
 : -8%	1%	-3%	-24%	-8%	-31	15%	-2%	1%
50	CN1C(=S)SC(/[N+]([O-])=C/c2cccnc2)C1(C)C (stereo not drawn)
 : -2%	12%	3%	-21%	-12%	6	2%	-2%	-5%
51	Cc1cc(C)c2ccc(N)nc2c1O
 : -16%	0%	-1%	-9%	-11%	-24	-10%	-6%	-5%
